Tau fibril FP – blocks human tau fibril formation measured by polarization | P10636 | K18 P301L tau heparin fibrillization, Alexa594 FP, 6 h | Potency, µM (highest dose often 57.7 µM), without a hit: at the highest dose activity, negative = inhibition, most hits filed as inhibitors | 0.39% of 280,000 active | AID 1468; note: nearly all actives have a fitted effect of over 55% in size
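Compound effects on tau fibrillization are measured by Alexa 594 fluorescence polarization (ex 555, em 632 nm). K18 P301L tau is used at 15 uM with 0.24 uM labeled tracer, and 20 uM heparin induces aggregation over 6 hr at 37 C.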
TexasRed fluor – alters Texas Red total fluorescence, flagging assay interference | TRb/SRC2 Texas Red total fluorescence interference | Potency, µM (titrated, usually from 106 µM), for the others: top-dose fluorescence change, negative = quenching | 0.29% of 280,000 active | AID 1479; active = well fitted curve in either direction with a large enough effect; inconclusive = small, poorly fitted or top-dose-only effect
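Human TRb ligand-binding domain at 0.6 uM with 20 nM Texas Red SRC2 peptide in Tris buffer containing 1 uM T3 and 5% DMSO, incubated with compound 5 h at ambient temperature. Total fluorescence (555/632 nm) calculated as parallel + 2 × perpendicular.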
JMJD2E inh – JMJD2E (human) inhibition. JMJD2E catalytic domain, FDH-coupled NADH fluorescence (FDH is formaldehyde dehydrogenase). Potency, µM (highest dose often 57.1 µM), without a hit: top-dose activity change, negative = inhibition, hits mostly inhibitors. 1.6% of 230,000 active. AID 2147; active = well fitted inhibition curve with a large enough effect, not every such curve was filed as active; inconclusive = small, poorly fitted or top-dose-only effect, or another doubt; inactive = no such curve, though single readings can be large or run the other way;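 note: 0% = wells with enzyme and -100% = buffer wells without enzyme; nearly all actives have a fitted effect of over 50% in size; many of its hits are not listed in these tables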
Tau fibril ThT – inhibitors of human tau fibril formation, thioflavin T binding | P10636 | recombinant tau K18 P301L (four-repeat tau fragment), heparin-induced fibrillization, ThT fluorescence | Potency, µM (titrated, usually from 57.4 µM), for the others: top-dose activity, negative = inhibition, actives largely listed as inhibitors | 2.1% of 270,000 active | AID 1460; note: nearly all actives have a fitted effect of over 55% in size
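In this qHTS, human K18 P301L tau is incubated with compound and heparin for 6 hr at 37 C, and Thioflavin T fluorescence then reports fibril load.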
GoLoco inh red – inhibitors of human Gai1-RGS12 GoLoco interaction (red fluorophore); P63096; Gai1:RGS12 GoLoco peptide FP, rhodamine, 10 min; Potency, µM (doses to about 61.6 µM), for the others: at the top dose activity, negative = inhibition, most hits filed as inhibitors; 0.44% of 230,000 active; AID 880; active = well fitted inhibition curve with a large enough effect, not every such curve was filed as active; inactive = no such curve, though single readings can be large or run the other way; note: nearly all actives have a fitted effect of over 30% in size; many of its hits are not listed in these tables
Target sequence (P63096 whole entry, looked up): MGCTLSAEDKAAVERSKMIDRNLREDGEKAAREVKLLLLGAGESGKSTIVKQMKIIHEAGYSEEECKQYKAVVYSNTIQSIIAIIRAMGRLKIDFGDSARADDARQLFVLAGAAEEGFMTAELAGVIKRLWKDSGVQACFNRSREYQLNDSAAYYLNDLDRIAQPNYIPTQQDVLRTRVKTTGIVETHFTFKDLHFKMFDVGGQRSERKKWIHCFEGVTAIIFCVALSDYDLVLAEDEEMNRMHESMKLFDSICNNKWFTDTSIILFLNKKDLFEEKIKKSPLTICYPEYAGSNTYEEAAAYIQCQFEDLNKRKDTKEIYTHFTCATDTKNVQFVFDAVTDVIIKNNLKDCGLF
TRb-SRC2 inh – disrupts binding of human TR beta to SRC2; P10828; TRbeta-SRC2 peptide binding, fluorescence polarization; receptor liganded with 1 µM T3; Potency, µM (top dose mostly 106 µM), for the others: at the top dose activity change, negative = inhibition, usual class: inhibitors; 0.065% of 280,000 active; AID 1469;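 note: plate controls were bound peptide for no effect and peptide without receptor for full effect; nearly all actives have a fitted effect of over 50% in size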
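Each compound concentration gave % activity, normalized to unbound and bound Texas Red SRC2 controls, from polarization read after 5 hr ambient incubation with T3-loaded human TRb LBD.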
RECQ1 helicase – inhibitors of human RECQ1 DNA helicase | P46063 | RECQ1 DNA unwinding, red fluorescence kinetic read | Potency, µM (doses to about 57.3 µM), without a hit: at the highest dose activity, negative = inhibition, most hits filed as inhibitors | 0.54% of 240,000 active | AID 2549;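 note: plate controls were vehicle for no effect and no enzyme for full effect; nearly all actives have a fitted effect of over 30% in size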
Target sequence (P46063 whole entry, looked up): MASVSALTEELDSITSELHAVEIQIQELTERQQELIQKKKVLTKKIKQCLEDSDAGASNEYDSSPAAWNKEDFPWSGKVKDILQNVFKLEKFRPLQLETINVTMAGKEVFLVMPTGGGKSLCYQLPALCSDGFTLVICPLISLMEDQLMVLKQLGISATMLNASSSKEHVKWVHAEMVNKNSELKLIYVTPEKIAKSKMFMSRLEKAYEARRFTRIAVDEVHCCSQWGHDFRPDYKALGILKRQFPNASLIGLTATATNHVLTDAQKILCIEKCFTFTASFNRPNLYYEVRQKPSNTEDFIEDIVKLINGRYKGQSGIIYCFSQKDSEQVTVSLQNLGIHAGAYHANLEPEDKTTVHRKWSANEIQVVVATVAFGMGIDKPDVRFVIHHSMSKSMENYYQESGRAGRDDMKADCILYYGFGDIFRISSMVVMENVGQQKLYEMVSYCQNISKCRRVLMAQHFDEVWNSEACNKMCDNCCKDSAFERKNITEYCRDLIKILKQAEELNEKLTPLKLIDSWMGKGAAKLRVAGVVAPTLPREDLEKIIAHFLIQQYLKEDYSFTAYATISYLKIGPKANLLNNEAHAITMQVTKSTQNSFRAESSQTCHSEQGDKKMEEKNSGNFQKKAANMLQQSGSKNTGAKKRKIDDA
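RECQ1T1 50 nM; forked duplex (20 bp + 30-nt ss tails) 200 nM, ATP 2 mM final; pH 8.0, 2 mM MgCl2, 2.5 ug/ml poly(dI-dC); 15 min compound preincubation; discontinuous kinetic read over 2 h at RT.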
L3MBTL1 block – inhibitors of human L3MBTL1; AlphaScreen L3MBTL1–H3K9me1 peptide binding; Potency, µM (series often up to 57.1 µM), without a hit: at the highest dose activity, negative = inhibition, actives largely listed as inhibitors; 0.66% of 230,000 active; AID 485360; note: nearly all actives have a fitted effect of over 60% in size
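L3MBTL1 50 nM + b-AHA-H3(1-15)K9me1 75 nM, 30 min RT; compound added, 30 min RT; streptavidin donor/Ni-chelate acceptor beads 10 ug/mL each final, 30 min RT dark; AlphaScreen read.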
Starred values were filed as active, the others as inactive; i = inactive; ? = inconclusive; . = no result given; [ ] = another dose, or the depositor's remark. Unless noted, calls come from the whole dose curve; as a rule, active = well fitted curve in the direction sought with a large enough effect; inconclusive = small, poorly fitted or top-dose-only effect, or another doubt; inactive = no such curve, though single readings can be large; an effect the other way counts as inactive or inconclusive. Unless noted, % is set by controls: 0 for no effect and ±100 for the full control effect; potency is the fitted concentration of half-maximal effect. This is a subset. The share of hits here may be higher or lower than overall.

SMILES	Tau fibril FP	TexasRed fluor	JMJD2E inh	Tau fibril ThT	GoLoco inh red	TRb-SRC2 inh	RECQ1 helicase	L3MBTL1 block
O=C(NC1CCC(O)CC1)c1cc(-c2ccco2)nc2ccccc12 (stereo not given)	5%	-4%	?	-14%	6%	8%	22µM*	.
Cc1ccc(CC(=O)Nc2ccc3c(c2)N(C)C(=O)c2ccccc2S3)cc1	-20%	?	.	-8%	.	-16%	.	.
CCc1nnc(NS(=O)(=O)c2ccc(NC(=O)c3ccco3)cc2)s1	-4%	1%	9%	-12%	6%	-1%	i	.
CCCCN(CCCC)CC(O)Cn1c2ccccc2c(=O)c2ccccc21 (stereo not given)	-1%	-2%	?	-2%	1%	-4%	-4%	1%
CCCN(CCC)C(=O)CC(c1ccccc1)C1CCOC(C)(C)C1 (stereo not given)	-2%	0%	3%	1%	5%	-4%	16%	9%
Cc1ccc(C(=O)Nc2nnc(S(=O)(=O)N(C)Cc3ccco3)s2)cc1	?	1%	.	-11%	.	-11%	.	.
O=S(=O)(c1ccc(Br)cc1)c1nnn2c1nc(NC1CCCCCC1)c1sccc12	?	-1%	.	?	.	1%	.	.
CS(=O)(=O)N1CCN(C(=O)Cc2ccccc2Cl)CC1	1%	-3%	-1%	-1%	7%	2%	i	-2%
Cc1nn(-c2ccccn2)c2c1-c1nc(N3CCOCC3)ncc1CC2	-3%	-1%	?	?	3%	8%	-4%	8%
Cc1cccc(NC(=O)Nc2nnc(-c3ccccc3)o2)c1	-3%	-3%	?	3%	7%	1%	-4%	-8%
COc1ccc(NC(=O)c2cccn(CC=C(C)C)c2=O)cc1	4%	-11%	4%	-8%	4%	-2%	-3%	0%
CCc1ccc(OCC(=O)Nc2c(C(=O)c3ccc(Br)cc3)oc3ccccc23)cc1	?	0%	.	-1%	.	-1%	.	.
COCCNC(=S)N/N=C(\C)c1ccccc1F	-6%	-3%	4%	5%	6%	-14%	-7%	12%
O=C(O)C1C2C=CC(C2)C1C(=O)NCc1ccccn1 (stereo not given)	1%	-11%	7%	-5%	-7%	-2%	-8%	0%
COc1cc2[nH]c(Cl)c([N+](=O)[O-])c2cc1OC	?	-4%	13µM*	14µM*	-25%	-1%	i	.
CCC(=O)N1c2ccccc2CC1C(=O)NCCc1ccc(SC)cc1 (stereo not given)	-2%	0%	.	-1%	.	2%	.	.
COC(=O)/C=C1\SC(N)=NC1=O	-5%	0%	-9%	-10%	6%	1%	-1%	5%
CCN(C(=O)c1cccs1)c1nnc(-c2ccncc2)s1	0%	2%	32%[activator]	-9%	9%	3%	0%	2%
COc1ccccc1NC(=O)CSc1oc(-c2ccccc2)nc1S(=O)(=O)c1ccccc1	?	0%	.	-11%	.	-5%	.	.
O=C(O)CCC(=O)NNC(=O)CCCOc1ccc(Cl)cc1Cl	-13%	1%	3%	-7%	-6%	6%	i	5%

Arranged by count of non-hydrogen atoms (lowest first): part of the list above.
SMILES	Tau fibril FP	TexasRed fluor	JMJD2E inh	Tau fibril ThT	GoLoco inh red	TRb-SRC2 inh	RECQ1 helicase	L3MBTL1 block
O=C(O)C1C2C=CC(C2)C1C(=O)NCc1ccccn1 (stereo not given)	1%	-11%	7%	-5%	-7%	-2%	-8%	0%
COc1ccc(NC(=O)c2cccn(CC=C(C)C)c2=O)cc1	4%	-11%	4%	-8%	4%	-2%	-3%	0%
COc1ccccc1NC(=O)CSc1oc(-c2ccccc2)nc1S(=O)(=O)c1ccccc1	?	0%	.	-11%	.	-5%	.	.

Next records.
SMILES	Tau fibril FP	TexasRed fluor	JMJD2E inh	Tau fibril ThT	GoLoco inh red	TRb-SRC2 inh	RECQ1 helicase	L3MBTL1 block
COC(=O)CSc1nc2c(c(=O)n(C)c(=O)n2C)n1CCC(C)C	-7%	2%	-11%	1%	4%	-21%	i	-2%
O=C(Nc1ccc(Cl)cc1)NC1(C(=O)NCCCN2CCOCC2)CCCCC1	-2%	-6%	5%	-16%	3%	-4%	-1%	.
CC(=O)c1c(O)c(C)c(-c2ccccc2)n(-c2ccccc2)c1=O	-13%	1%	?	-10%	11%	-1%	?	-1%
Cc1ccc(C)c(NC(=S)NNC(=O)c2sccc2C)c1	3%	0%	3%	-7%	7%	3%	-7%	4%
O=C(NCC1CCCO1)c1ccc(COc2ccc(F)cc2)o1 (stereo not given)	2%	0%	-6%	-12%	-1%	10%	-1%	.
CN(CC(=O)Nc1ccccc1C(=O)N1CCCC1)S(=O)(=O)c1ccc(Cl)cc1	1%	0%	12%	2%	25%	3%	-5%	.
S=C(c1ccc(-c2ccccc2)o1)N1CCCCC1	?	1%	-31%	16µM*	-6%	1%	i	-12%
CCCOc1ccc(/C=N/Nc2ccccn2)cc1OC	7%	0%	?	-17%	16%	-2%	i	-5%
COc1ccc(S(=O)(=O)N(CC(=O)N/N=C/c2cccs2)c2ccc(C)cc2)cc1OC	-7%	-5%	-12%	-2%	0%	7%	-7%	.
CCOC(=O)C1=C(C)Nc2nc(C)nn2C1c1ccc(OCC)c(OC)c1 (stereo not given)	-7%	-4%	7%	-5%	1%	0%	16%	0%
CCOc1ccc(Nc2oc(/C=C/c3cccc(OC)c3)nc2C#N)cc1	4%	0%	.	-7%	.	2%	.	.
CC(C(=O)O)n1cnc2sc3c(c2c1=O)CCCC3 (stereo not given)	-5%	-2%	?	-3%	25%	1%	i	-1%
O=C(c1cc(COc2c(F)cccc2F)on1)N1CCC(c2ccccc2Cl)C1 (stereo not given)	2%	0%	-7%	-13%	13%	3%	0%	13%
COCCCNC(=S)N1CCN(S(=O)(=O)c2ccc(OC)cc2)CC1	-1%	-1%	7%	-1%	5%	7%	-8%	3%
CCCCOC(=O)c1sc2nc(N3CCOCC3)c3c(c2c1N)CC(C)(C)OC3	1%	-1%	?	1%	-8%	-3%	-3%	56%[activator]
O=C(c1ccc2snnc2c1)N1CCSCC1	-7%	-1%	3%	-2%	-6%	-8%	i	-1%
COC(=O)C1(S(=O)(=O)C2(C(=O)OC)CCCC2)CCCC1	-10%	-3%	-15%	-2%	5%	-16%	i	0%
CCC(C)[C@H](NC(=O)N1CCN(C)CC1)C(=O)OC (stereo not given in full)	-3%	1%	0%	-3%	-4%	3%	-16%	11%
Cc1cc(C)cc(N2C(=O)CSC23C(=O)N(CC(=O)Nc2ccc(F)cc2F)c2ccccc23)c1 (stereo not given)	-15%	-6%	.	-6%	.	-2%	.	.
Cc1cc(NC(=O)CSc2nc3ccccc3n2CC(C)C)no1	-8%	-2%	-10%	-11%	11%	-2%	-9%	.
COc1cc(-c2nnc(SCCOc3ccc(Cl)cc3C)o2)cc(OC)c1OC	?	-3%	.	4%	.	8%	.	.
O=C(COC(=O)[C@H](Cc1ccccc1)NC(=O)c1ccco1)NCc1ccccc1	4%	-5%	-1%	-7%	5%	-5%	-4%	.
CC[C@@H](C)C(NC(=O)OC(C)(C)C)c1cn([C@@H](Cc2cc3ccccc3[nH]2)C(=O)N2CCN(C(=O)OC(C)(C)C)CC2)nn1 (stereo not given in full)	3%	1%	-9%	-9%	3%	0%	-29%	-5%
CCCC(=O)Nc1cccc(C(=O)Nc2ccccc2OCC)c1	-9%	1%	4%	2%	-6%	7%	i	-1%
Cc1nnc(SCCC(C)C)[nH]c1=O	9%	3%	-1%	-8%	9%	-3%	10%	-4%
Cc1cc(NC(=O)CN2CCC(n3nnc4cc(C(F)(F)F)ccc43)CC2)no1	0%	-5%	-10%	3%	-4%	-4%	0%	-2%
Cc1nc2sc(C(=O)O)c(N)c2c2c1COC(C)(C)C2	5%	2%	-9%	?	-11%	3%	i	-1%
CC(C)Cn1c(N)c(C(=O)CSc2nc3ccccc3c(=O)n2CCCN2CCOCC2)c(=O)n(C)c1=O	-9%	-2%	-1%	?	9%	4%	-2%	-7%
Cc1c(NC(=O)CSC2=C(C#N)C(c3ccccc3F)CC(=O)N2)c(=O)n(-c2ccccc2)n1C (stereo not given)	2%	-2%	9%	-7%	5%	-10%	-4%	.
COc1ccccc1-c1nnc(NC(=O)c2ccc(S(=O)(=O)N(C)C)cc2)o1	-3%	0%	?	-2%	-1%	-2%	-3%	.
COc1ccc(CNS(=O)(=O)c2ccc3c(c2)CCN3C(=O)C2CC2)cc1	?	0%	3%	-15%	-3%	0%	-4%	.
Cc1nn(Cc2ccccc2Cl)c(C)c1NC(=O)c1cc(C(C)C)on1	-7%	-11%	.	-11%	.	2%	.	.
Cc1ccc(C)c(NS(=O)(=O)c2cc(C(=O)N3CCCC3)ccc2Cl)c1	-5%	0%	-11%	-8%	11%	-1%	-2%	-6%[11.4 µM]
CCc1ccc(-n2c(SCC(=O)NC(C)CC)nc3n[nH]c(C)c3c2=N)cc1 (stereo not given)	-4%	-2%	.	-13%	.	1%	.	.
CCN(CC)CCNC(=O)c1ccc(NC(=O)c2ccc(F)cc2F)cc1	-7%	-6%	-3%	9%	-13%	-5%	0%	?

In the list so far, 7 have a thiophene ring, fused or not.
SMILES	Tau fibril FP	TexasRed fluor	JMJD2E inh	Tau fibril ThT	GoLoco inh red	TRb-SRC2 inh	RECQ1 helicase	L3MBTL1 block
O=S(=O)(c1ccc(Br)cc1)c1nnn2c1nc(NC1CCCCCC1)c1sccc12	?	-1%	.	?	.	1%	.	.
CCN(C(=O)c1cccs1)c1nnc(-c2ccncc2)s1	0%	2%	32%[activator]	-9%	9%	3%	0%	2%
Cc1ccc(C)c(NC(=S)NNC(=O)c2sccc2C)c1	3%	0%	3%	-7%	7%	3%	-7%	4%
COc1ccc(S(=O)(=O)N(CC(=O)N/N=C/c2cccs2)c2ccc(C)cc2)cc1OC	-7%	-5%	-12%	-2%	0%	7%	-7%	.
CC(C(=O)O)n1cnc2sc3c(c2c1=O)CCCC3 (stereo not given)	-5%	-2%	?	-3%	25%	1%	i	-1%
CCCCOC(=O)c1sc2nc(N3CCOCC3)c3c(c2c1N)CC(C)(C)OC3	1%	-1%	?	1%	-8%	-3%	-3%	56%[activator]
Cc1nc2sc(C(=O)O)c(N)c2c2c1COC(C)(C)C2	5%	2%	-9%	?	-11%	3%	i	-1%
